Furin inhibitor – inhibitors of human furin; inhibition, % at 30 µM; P09958; purified furin, fluorogenic substrate cleavage; AID 463115; 220,000 compounds, 0.061% hits; in the data active = inhibition above about 25%; also: inactives centre near -15
Target sequence (P09958 108-714 limits assumed): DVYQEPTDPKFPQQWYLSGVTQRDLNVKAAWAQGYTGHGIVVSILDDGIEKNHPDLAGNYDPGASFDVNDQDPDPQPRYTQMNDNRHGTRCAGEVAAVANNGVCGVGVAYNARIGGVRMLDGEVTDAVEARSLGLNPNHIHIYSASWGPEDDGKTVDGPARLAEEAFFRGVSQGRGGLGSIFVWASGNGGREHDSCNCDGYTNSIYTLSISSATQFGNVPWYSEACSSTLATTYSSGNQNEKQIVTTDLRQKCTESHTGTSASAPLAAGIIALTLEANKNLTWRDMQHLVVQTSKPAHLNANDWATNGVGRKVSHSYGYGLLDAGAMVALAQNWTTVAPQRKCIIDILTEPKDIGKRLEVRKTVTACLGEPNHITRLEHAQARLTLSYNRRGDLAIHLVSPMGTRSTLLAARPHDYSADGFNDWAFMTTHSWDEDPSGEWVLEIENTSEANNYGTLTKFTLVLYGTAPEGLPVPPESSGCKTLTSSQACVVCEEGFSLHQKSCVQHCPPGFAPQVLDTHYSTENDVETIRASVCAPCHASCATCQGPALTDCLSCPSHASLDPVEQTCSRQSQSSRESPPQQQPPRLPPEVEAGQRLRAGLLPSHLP
Calpain2 inh – blocks pig calpain II enzyme activity; purified calpain II, fluorogenic peptide substrate, 30 min; inhibition, % at 16 µM; 220,000 compounds, 0.37% hits;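 active = inhibition above about 50%, limit read from the data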
TRPML3 ag – human mucolipin-3 channel agonism; HEK293 TRPML3-YFP, Fluo-8 calcium fluorescence; 100% = the carbachol control signal; activation, % at 3 µM; 220,000 compounds, 0.29% hits;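 active = activation above its plate's cutoff, the mean activation of the plate's test wells plus 3 SD, cut at about 12% in these data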;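 also: 0% = DMSO only wells and 100% = carbachol wells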
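Material: HEK293 cells stably carrying human TRPML3-YFP; compound dosing: single dose, 3 µM final nominal compound, 0.3% DMSO final; incubation: 1-h 37 °C dye load, 5-s basal, 120-s post-compound reads; technique: Fluo-8 intracellular calcium fluorescence, excitation 470-495 nm, emission 515-575 nm; read-out basis: percent activation from peak-to-basal fluorescence ratio, scaled between DMSO and carbachol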
Cl transport mod – modulates chloride dependent transport by human KCC2 | 190,000 compounds, 2.2% hits | KCC2 cells, thallium flux FluoZin-2 fluorescence | Q9H2X9 | B-score of Tl+ flux slope (higher = more flux/activation; lower = inhibition) at 10 µM;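 active = thallium flux slope and its plate-corrected score both differing from the plate sample mean at a set confidence after two filtering rounds, in either direction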;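 also: slope of fluorescence scaled to starting intensity during 10 to 20 s after thallium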
PPC-1+TRAIL kill – PPC-1 cancer cell killing with TRAIL present; PPC-1 cells + TRAIL, ATPLite viability luminescence; cell killing (% activity), % at 4 µM; 220,000 compounds, 0.41% hits; AID 1443;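 active = cell killing above 50% in the first pass at 4 µM, then a duplicate retest at 5 µM averaging 50% or more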;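 also: plate controls were cells with TRAIL plus DMSO for no effect and medium-only wells lacking cells for full effect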
Tb hexokinase – T. brucei hexokinase 1 inhibition. recombinant TbHK1, G6PDH-coupled NADH A340. inhibition, % at 10 µM. 220,000 compounds, 0.11% hits. AID 1430;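 active = inhibition of 50% or more in the single-dose primary screen; inactive = inhibition below 50%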
TRPN1 ag – zebrafish TRPN1 (NompC) channel agonism; HEK293 zebrafish TRPN1-YFP, Fluo-8 calcium fluorescence; 100% = response to 87 µM carbachol; activation, % at 3 µM; 220,000 compounds, 0.18% hits;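 active = activation above its plate's cutoff, the mean activation of test wells on that plate plus 3 SD, cut at about 19% in these data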;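 also: 0% = DMSO alone and 100% = 87 µM carbachol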
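Material – zebrafish TRPN1-YFP in HEK293 cells · Doses – 3 µM single point · Schedule – dye 1 h 37 °C plus 30 min RT · Signal – Fluo-8 calcium fluorescence, excitation 470-495 nm, emission 515-575 nm · Read-out – % activation versus carbachol response · Control set – carbachol high, DMSO low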
thrombin 1536 – blocks human thrombin protease activity. alpha-thrombin, Boc-VPR-AMC fluorogenic substrate cleavage. inhibition, % at 5 µM. 220,000 compounds, 0.26% hits;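 active = inhibition at or above 40%; inactive = inhibition below 40%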;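 also: 0% = enzyme with no compound and 100% = wells without enzyme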
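System: Human alpha-thrombin protein | Medium: pH 7.5 Tris (50 mM) with NaCl 150 mM, Tween 20 0.05% | Times: Enzyme reaction carried out at room temperature | Detection: AMC fluorescence, 355/460 nm | Evaluation: Percent inhibition scaled between no-compound controls and no-enzyme blanks | Benchmarks: Enzyme without compound as high, wells lacking enzyme as low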
EBV gp42 inh – inhibitors of Epstein-Barr virus glycoprotein 42; Q1HVG2; Fluorescence polarization binding assay, mP read-out; inhibition, % (tested at 21.74 µM); 220,000 compounds, 0.42% hits; in the data active = inhibition above about 50%
Target sequence (Q1HVG2 whole entry, looked up): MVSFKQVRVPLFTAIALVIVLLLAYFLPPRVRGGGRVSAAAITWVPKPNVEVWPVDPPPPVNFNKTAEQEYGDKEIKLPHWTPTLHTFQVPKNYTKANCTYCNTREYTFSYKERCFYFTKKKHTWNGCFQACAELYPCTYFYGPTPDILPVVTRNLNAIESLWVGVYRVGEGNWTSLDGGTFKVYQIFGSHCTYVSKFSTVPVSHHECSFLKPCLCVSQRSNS
Active calls of the source: *; / = no result given; [ ] = remark or other dose.

SMILES	Furin inhibitor	Calpain2 inh	TRPML3 ag	Cl transport mod	PPC-1+TRAIL kill	Tb hexokinase	TRPN1 ag	thrombin 1536	EBV gp42 inh
COCc1nnc(NC(=O)c2ccccc2Oc2ccccc2)s1	-21	2	-0.1	0.21	3	-1	-1.0	7	-8
Cc1nn(-c2ccccc2Cl)c(Cl)c1/C=C(\C#N)C(N)=O	-15	6	0.7	-1.4	22	-13	0.9	2	-15
CCOC(=O)c1c(NC(=O)C(=O)N/N=C/c2ccccc2OC)sc2c1CCCCC2	-5	-79	0.0	-0.18	13	-30	1.6	-2	-19
O=C(NC1CCCCCC1)c1cccnc1Sc1ccc(Cl)cc1	-16	-2	0.8	2.8	5	-2	4.9	-6	4
CC(=O)c1ccc(NC(=S)Nc2ccc3[nH]c(=O)[nH]c3c2)cc1	-31	-22	0.8	-0.032	12	-5	-1.0	4	-28
Cc1ccc(-c2cc(C(=O)O)c3sc(N4CCCCC4)nc3n2)cc1	-59	-414	1.2	-0.7	5	-21	0.9	-3	-8
Cc1cc(=O)n2[nH]c(NCc3ccccc3F)nc2n1	-22	-10	0.9	0.38	32	0	1.4	-6	-6
O=C(CSc1nnc(-c2ccccc2O)n1Cc1ccccc1)NNC(=O)c1ccccc1O	-9	-4	-0.1	-1	16	9	-0.4	0	0
Cc1ccc2[nH]c(=O)c3cc(C(=O)N(C)c4ccccc4C)sc3c2c1	-19	-37	0.8	0.18	-2	-24	1.0	-1	-2
Cc1cn(C2OC(COC(=O)c3ccccc3)C(OC(=O)c3ccccc3)C2OC(=O)c2ccccc2)c(=O)[nH]c1=O (stereo not drawn)	-7[20 µM]	-97	1.3	-1.9	8	-5	-0.4	-1	-16
CCOC(=O)c1cnc2ccc(OCC)cc2c1NCc1cccnc1	-15	-18	-0.1	-2.1	14	-7	-2.5	-6	-13
Nc1nc(NCc2ccco2)nc(N2CCN(Cc3ccccc3)CC2)c1[N+](=O)[O-]	-11	3	-1.2	-1.6	13	-16	-0.5	2	-6
Cc1ccc(-c2ccc(C(=O)Nc3cccc(F)c3)o2)c2ccccc12	-26	-28	0.4	0.044	7	-5	-1.0	1	-17
Cc1ccccc1CNCc1cccnc1	-5[20 µM]	-20	0.9	0.14	-12	0	2.0	-4	-23
CC1CCN(S(=O)(=O)c2ccc(NC(=O)CSc3nnnn3C)cc2)CC1	-24[20 µM]	59*	-1.3	-0.75	-22	-1	1.0	25	3
Cc1ncoc1C(=O)Nc1ccccc1C(N)=O	-3[20 µM]	-26	0.4	/	5	1	1.8	-4	-4
CC(C)N(C(=O)CN1C(=O)NC2(CCCCCC2)C1=O)C(C)C	-14[20 µM]	-13	0.5	0.06	4	-7	-0.6	1	-7
CSc1ccc(CNC(C)(C)CO)cc1	-17	-16	0.8	-0.62	31	-1	0.0	/	-13
N=C(N=C(N)N)N1CCc2ccccc21	-17	-1	1.0	0.57	27	-5	2.8	-1	-10
O=C(Cn1c2c(sc1=O)C1c3ccccc3OCC1CS2)Nc1ccc(Cl)cc1 (stereo not drawn)	-21	21	0.5	1.1	3	1	0.6	1	-11
COc1cc2c(=O)c(-c3ccc(O)cc3)coc2cc1OC1OC(CO)C(O)C(O)C1O (stereo not drawn)	-7	-9	0.1	0.015	22	-25	0.9	-3	0
Cc1ccc(/C=C/C(=O)N2CCN(S(=O)(=O)/C=C/c3ccccc3)CC2)o1	-22	-11	-0.4	0.32	-12	-35	-1.5	2	-10
CCOC(=O)c1nn(-c2ccc(OCC)cc2)c2nc(CC(C)C)c(C#N)c(=O)n12	-24[20 µM]	-382	0.4	0.024	17	-8	-0.3	-10	0
COc1ccccc1NC(=O)C/C(C)=N/NC(=O)COc1c(Br)cc(Br)cc1OC	-25	-36	0.1	-0.028	-21	-3	-0.5	0	11
Cc1ccc(-c2cc(-c3ccccc3Cl)[nH]n2)c(O)c1	-7	27	0.9	/	23	10	0.4	-10	-5
CCCN1C2CCCC1CC(NC(=O)NC1CCCCC1)C2 (stereo not drawn)	-24	27	0.1	/	-12	-4	2.1	2	-2
CC(C)c1ccc(C2NC(C(=O)O)CS2)cc1 (stereo not drawn)	-30[20 µM]	-5	0.4	/	0	-1	-0.2	-13	-15
CCOc1ccc(N2C(=O)Nc3ccccc3C2(O)C(=O)NCc2ccc(C)cc2)cc1 (stereo not drawn)	-18	-9	-0.6	/	6	-6	0.0	-1	-6
Cc1ccc(NC(=O)Cn2cccc2)cc1	-15	-3	1.2	0.029	5	4	0.8	0	-22
Cc1ccn2c(C(=O)N/N=C\c3ccccc3[N+](=O)[O-])c(C)nc2c1	-16[20 µM]	/	0.0	-0.24	/	-31	-0.2	/	/
CCN1CCN(c2cc(C)c3cc(NC(=O)c4cccc(OC)c4)ccc3n2)CC1	-30	9	-0.5	0.56	26	-11	1.5	3	-8
COCC(=O)Nc1ncc(S(=O)(=O)c2ccc([N+](=O)[O-])cc2)s1	-21	-1	1.1	0.31	-2	-15	2.0	-5	-23
CC(=O)c1ccc(NC(=O)C(C)NCc2ccccc2Cl)cc1 (stereo not drawn)	-20	13	-0.3	0.84	12	-1	-0.2	5	-21
COc1cccc2c(=O)n(CC(=O)N3CCc4ccccc43)ccc12	-28	-11	-0.2	-0.015	24	0	1.6	-7	-10
O=C(CSc1ccc(Cl)cc1)Nc1cccc(-c2nc3ccccc3[nH]2)c1	-22	-40	0.3	-0.012	22	-27	0.0	-19	-13
Cc1nn(C(C)(C)C)c(OC(=O)c2cccs2)c1Sc1ccccc1	-19[20 µM]	-4	0.4	-0.0033	12	-4	-1.4	-11	-1
O=C(CC(NC(=O)c1ccccc1)c1ccccc1)Nc1ccc(F)c(F)c1 (stereo not drawn)	-12	-25	0.6	-0.58	14	-4	0.1	-6	-14
CCCCNC(=O)N(c1c(N)n(Cc2ccccc2)c(=O)[nH]c1=O)C1CCCC1	-23	-25	0.7	-0.79	13	-8	-0.2	-11	-22
CCCCOC(=O)Nc1sc2c(c1C(=O)OC)CCC2	-7	-13	0.5	-0.23	18	-5	1.6	2	-2
O=C(CN1C(=O)c2ccccc2C1=O)Nc1ccccc1C(=O)NC1CCCCC1	-25[20 µM]	26	-0.2	/	-1	-4	-1.7	3	11

Two records drawn at random from those above:
SMILES	Furin inhibitor	Calpain2 inh	TRPML3 ag	Cl transport mod	PPC-1+TRAIL kill	Tb hexokinase	TRPN1 ag	thrombin 1536	EBV gp42 inh
Cc1nn(C(C)(C)C)c(OC(=O)c2cccs2)c1Sc1ccccc1	-19[20 µM]	-4	0.4	-0.0033	12	-4	-1.4	-11	-1
CCCCNC(=O)N(c1c(N)n(Cc2ccccc2)c(=O)[nH]c1=O)C1CCCC1	-23	-25	0.7	-0.79	13	-8	-0.2	-11	-22

(continued)
SMILES	Furin inhibitor	Calpain2 inh	TRPML3 ag	Cl transport mod	PPC-1+TRAIL kill	Tb hexokinase	TRPN1 ag	thrombin 1536	EBV gp42 inh
CCOC(=O)C1CCN(C(=O)c2cn(C)c(=O)c3cc(OC)c(OC)cc23)CC1	9[20 µM]	-3	0.3	-0.66	20	-6	-0.1	0	-6
Cc1cc(C)n(-c2nc(C(F)(F)F)nc3ccccc23)n1	-33	-29	0.7	-0.0034	-5	-10	1.5	-1	5
COc1ccc2c(COC(=O)CCS(=O)(=O)c3ccccc3)cc(=O)oc2c1	-50	-348	0.1	0.18	6	-8	1.9	-21	-14
O=C(O)c1cccc(NC(=S)N/N=C/c2c[nH]c3ccccc23)c1	-19	-15	0.3	0.29	4	-30	1.1	-10	-13
CC(NC(=O)COC(=O)c1ccc([N+](=O)[O-])s1)c1ccccc1 (stereo not drawn)	-8	10	0.7	0.48	8	-4	-0.2	-8	-2
COC(=O)c1[nH]c2cc(OC)ccc2c1NC(=O)CCN1CCCC(C)(C)C1	-23	6	-0.3	0.016	5	-11	0.2	10	-25
O=C(/C=C/c1ccc(F)cc1)NCC1(c2ccccc2)CCOCC1	4	25	-0.6	0.84	11	8	-0.4	-8	8
CS(=O)(=O)c1ccc(C(=O)Nc2ccc(N3CCOCC3)cc2)c(Cl)c1	-13	24	1.1	-0.0084	-11	-7	-0.2	-4	2
COc1ccc(Nc2nc(N)nc(CSc3n[nH]c(-c4ccccc4)n3)n2)cc1	-22	-8	0.1	/	17	2	2.5	-1	-32
CCC(=O)Nc1nc2ccccc2n1Cc1ccc(C)cc1	-17	-24	-0.2	0.49	4	-4	0.6	2	-22
COc1cnc(-c2ccccc2)nc1Oc1ccccc1C	-4[20 µM]	-7	-1.4	-0.034	2	-7	-2.3	4	-11
CCOc1ccccc1C(=O)Nc1nccs1	-16	-3	0.3	-0.87	9	7	1.0	-1	-20
CC(C)C(c1nnnn1Cc1ccco1)N1CCN(c2cccc(Cl)c2)CC1 (stereo not drawn)	-7	44	0.0	-0.35	11	7	-0.8	-3	8
Cc1cccc(C)c1NC(=S)NN(Cc1ccccc1)c1ccccc1	12[20 µM]	20	-1.2	-0.016	1	4	2.1	-2	-36
Cn1nnc2c(C(N)=O)ncn2c1=O	/	14	-1.1	-0.29	24	/	1.2	/	-5
NC(=O)c1ccc(Oc2ccc(Cl)cc2)c([N+](=O)[O-])c1	-7	-5	0.2	-0.04	-8	-8	-0.2	3	-15

Eleven neighbouring records out of the list so far:
SMILES	Furin inhibitor	Calpain2 inh	TRPML3 ag	Cl transport mod	PPC-1+TRAIL kill	Tb hexokinase	TRPN1 ag	thrombin 1536	EBV gp42 inh
COC(=O)c1[nH]c2cc(OC)ccc2c1NC(=O)CCN1CCCC(C)(C)C1	-23	6	-0.3	0.016	5	-11	0.2	10	-25
O=C(/C=C/c1ccc(F)cc1)NCC1(c2ccccc2)CCOCC1	4	25	-0.6	0.84	11	8	-0.4	-8	8
CS(=O)(=O)c1ccc(C(=O)Nc2ccc(N3CCOCC3)cc2)c(Cl)c1	-13	24	1.1	-0.0084	-11	-7	-0.2	-4	2
COc1ccc(Nc2nc(N)nc(CSc3n[nH]c(-c4ccccc4)n3)n2)cc1	-22	-8	0.1	/	17	2	2.5	-1	-32
CCC(=O)Nc1nc2ccccc2n1Cc1ccc(C)cc1	-17	-24	-0.2	0.49	4	-4	0.6	2	-22
COc1cnc(-c2ccccc2)nc1Oc1ccccc1C	-4[20 µM]	-7	-1.4	-0.034	2	-7	-2.3	4	-11
CCOc1ccccc1C(=O)Nc1nccs1	-16	-3	0.3	-0.87	9	7	1.0	-1	-20
CC(C)C(c1nnnn1Cc1ccco1)N1CCN(c2cccc(Cl)c2)CC1 (stereo not drawn)	-7	44	0.0	-0.35	11	7	-0.8	-3	8
Cc1cccc(C)c1NC(=S)NN(Cc1ccccc1)c1ccccc1	12[20 µM]	20	-1.2	-0.016	1	4	2.1	-2	-36
Cn1nnc2c(C(N)=O)ncn2c1=O	/	14	-1.1	-0.29	24	/	1.2	/	-5
NC(=O)c1ccc(Oc2ccc(Cl)cc2)c([N+](=O)[O-])c1	-7	-5	0.2	-0.04	-8	-8	-0.2	3	-15

High-throughput results from PubChem BioAssay.
